HSP90 refold inh: inhibitors of HSP90 luciferase refolding in rabbit reticulocyte lysate | 0.91% of 290,000 active | luciferase refolding luminescence, 3 h | inhibition, % at 5.6 µM;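 active = inhibition above the screen-wide mean plus 3 SD, computed separately per campaign, cut at about 16% in these data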;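 note: 0% = DMSO wells and 100% = 60 µM geldanamycin wells; inhibitors lower the luminescence because luciferase stays unfolded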
Dyrk1A ADPGlo: Dyrk1A (rat) kinase inhibition | Q63470 | ADP-Glo luminescence, NFATc1 peptide | 0.43% of 310,000 active | AID 504441 | inhibition, % at 12.5 µM; in the data active = inhibition above about 50%;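 note: plate controls were vehicle with enzyme for no effect and no enzyme for full effect; many of its hits are not listed in these tables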
HDAC3 inhib: blocks human histone deacetylase 3; recombinant HDAC3, fluorogenic peptide/trypsin coupled, fluorescence; AID 2718; O15379; 0.15% of 320,000 active; inhibition, % at 8.3 µM; in the data active = inhibition above about 26%, passing the limit was not always enough
Target sequence (O15379 whole entry, looked up): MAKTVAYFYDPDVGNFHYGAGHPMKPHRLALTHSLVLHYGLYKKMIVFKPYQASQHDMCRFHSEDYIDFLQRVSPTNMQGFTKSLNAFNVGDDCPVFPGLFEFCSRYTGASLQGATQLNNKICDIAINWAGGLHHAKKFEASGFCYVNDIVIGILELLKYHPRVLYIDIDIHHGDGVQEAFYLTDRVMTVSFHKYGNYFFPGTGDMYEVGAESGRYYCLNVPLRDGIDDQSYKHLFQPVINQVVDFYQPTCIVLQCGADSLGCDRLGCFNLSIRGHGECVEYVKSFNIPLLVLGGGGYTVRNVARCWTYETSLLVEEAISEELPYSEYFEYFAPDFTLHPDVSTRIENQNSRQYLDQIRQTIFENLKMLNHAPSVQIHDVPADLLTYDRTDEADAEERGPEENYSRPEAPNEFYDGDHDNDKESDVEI
GSK3A inh: human GSK-3 alpha kinase inhibition; P49840; ADP-Glo luminescence, 60 min; inhibition, % at 10 µM; 0.1% of 320,000 active; AID 2650;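 in the data active = inhibition above about 50%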;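 note: GST-tagged GSK-3 alpha with peptide substrate and 25 µM ATP; 0% = DMSO neutral wells and 100% = GW8510 positive control wells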
Target sequence (P49840 whole entry, looked up): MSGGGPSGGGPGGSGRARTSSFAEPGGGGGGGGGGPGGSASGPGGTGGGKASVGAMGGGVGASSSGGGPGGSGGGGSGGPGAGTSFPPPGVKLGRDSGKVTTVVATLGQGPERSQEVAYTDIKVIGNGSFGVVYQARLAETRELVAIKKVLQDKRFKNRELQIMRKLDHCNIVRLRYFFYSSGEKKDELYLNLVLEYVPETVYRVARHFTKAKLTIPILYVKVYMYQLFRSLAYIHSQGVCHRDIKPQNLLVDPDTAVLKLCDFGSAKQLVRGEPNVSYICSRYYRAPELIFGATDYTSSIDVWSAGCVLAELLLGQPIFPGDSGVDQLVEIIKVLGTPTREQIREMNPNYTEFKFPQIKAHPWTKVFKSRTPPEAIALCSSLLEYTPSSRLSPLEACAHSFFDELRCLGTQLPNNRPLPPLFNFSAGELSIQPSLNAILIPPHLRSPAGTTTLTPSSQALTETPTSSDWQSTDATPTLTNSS
AI-2 QS modul: Vibrio harveyi AI-2 quorum sensing modulation. 0.4% of 300,000 active. activity change, % at 7.5 µM. Vibrio harveyi JMH597 AI-2 luminescence/OD600 ratio, 9 h; active compounds read low; strain lacks LuxN and CqsS sensors; 0 = neutral-control median; in the data active = activity change below about -75%, passing the limit was not always enough;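 note: luminescence divided by OD600 gain over 9 h not by final OD600 alone; inactives centre near 13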
Starred values were filed as active, the others as inactive; · = not tested or not shown; & = joins results of further samples. An excerpt; the hit share may differ from the screen's.

SMILES | HSP90 refold inh | Dyrk1A ADPGlo | HDAC3 inhib | GSK3A inh | AI-2 QS modul
Cc1ccc2c(c1C)NC(=O)C21N2CCCC2C(C(=O)c2ccc3ccccc3c2)C12C(=O)Nc1ccccc12 (stereo unspecified) | 1 | -1 | · | · | ·
C1=C(c2ccc(-c3ccccc3)cc2)Nc2ncnn2C1c1ccco1 (stereo unspecified) | 0 | 3 | · | · | ·
O=C(O)c1cccc(-n2cccc2/C=C2/NC(=O)N(c3ccc(Cl)cc3)C2=O)c1 | -5 | -3 | · | · | ·
COc1ccc(Nc2nnc(SCC(=O)Nc3cc(C)on3)s2)cc1 | 2 | -5 | · | · | ·
CC(C)N1CCN(Cc2cnc(N3CCCC3)s2)CC1CCO (stereo unspecified) | -10 | -3 | · | · | ·
COc1cc(/C=C2\SC(=O)N(c3cccc(Cl)c3)C2=O)cc([N+](=O)[O-])c1O | 3 | 6 | · | · | ·
CC(NC(=S)NCCCN1CCOCC1)C1CC2CCC1C2 (stereo unspecified) | -1 | -2 | · | · | ·
O=c1/c(=C/c2ccc(O)c([N+](=O)[O-])c2)sc2nc3ccccc3n12 | -2 | 17 | · | · | ·
N#C/C(=C\c1ccc(C(=O)O)cc1)c1nc2sc3c(c2c(=O)[nH]1)CCCC3 | 2 | -7 | · | · | ·
COc1ccc(C(=O)Nc2nc3nc(-c4ccccc4)cc(=O)n3[nH]2)cc1 | 1 | -10 | · | · | ·
CCSCc1nc2ccccn2c1Br | -2 | -2 | · | · | ·
O=C(NCc1ccccc1)c1cc(=O)nc2sc(-c3ccccc3)nn12 | -2 | -1 | · | · | ·
Cc1cccc(NC(=O)CSc2nnc(-c3ccco3)c(-c3ccco3)n2)c1 | 5 | 2 | · | · | ·
C=CC(c1ccccc1)C(C(=O)c1ccccc1)N(C)C (stereo unspecified) | 1 | 0 | · | · | ·
CC[n+]1c(/C=C/c2c[nH]c3ccccc23)ccc2cc(C)ccc21 | 8 | 11 | · | · | ·
CCOc1ccc(NC(=O)CN2C(=O)/C(=C3\SC(=S)N(C4CCS(=O)(=O)C4)C3=O)c3ccccc32)cc1 (stereo unspecified) | 20* | 1 | · | · | ·
COc1ccc(-c2cn3nc4c(nc3n2)CCCC4)cc1 | -6 | 9 | · | · | ·
COc1cc(/C=N/Nc2cccc(C)c2)cc(Br)c1O | 0 | 5 | · | · | ·
O=C(Nc1ccc2c(c1)nc1n2CCN(C2CCCCC2)C1)c1ccco1 | 2 | -9 | · | · | ·
CCOC(=O)c1ccc(N2Cc3ccccc3C2=NC(=O)c2cccs2)cc1 | -4 | 0 | · | · | ·
COc1ccc(S(=O)(=O)NCC(c2cccnc2)N2CCN(c3ccccc3OC)CC2)cc1C (stereo unspecified) | 1 | 5 | · | · | ·
CCOC(=O)c1cc(NC(=O)c2ccccc2)c(=O)oc1C(F)(F)F | 2 | 2 | · | · | ·
COc1cccc(/C=N/NC(=O)C(=O)N/N=C/c2cccc(OC)c2O)c1O | 3 | -4 | · | · | ·
COc1cccc(C2CC(c3ccccc3Cl)Nc3ncnn32)c1 (stereo unspecified) | 1 | -6 | · | · | ·
CCN1CCN(Cc2nc3c(c(=O)n(C)c(=O)n3C)n2CCc2ccccc2)CC1 | 1 | 1 | · | · | ·
COc1ccc(CCn2c(=O)c3cccnc3n(Cc3ccc([N+](=O)[O-])cc3)c2=O)cc1OC | 3 | 21 | · | · | ·
Cc1ccc2c(c1)C1(C(=O)N2)N2CCCC2C(C(=O)c2ccc3ccccc3c2)C12C(=O)Nc1ccccc12 (stereo unspecified) | · | -8 | · | · | 8
COC(=O)c1cc(=O)c2ccc(OC)cc2o1 | · | 8 | · | · | 24
Cc1ccc(C2CC(=O)C(C=NCCN3CCN(CC(=O)Nc4cc(C)cc(C)c4)CC3)=C(O)C2)cc1 (stereo unspecified) | 0 | -1 | · | · | 17
COc1ccc2c(c1OC)C(=O)N1C2SC[C@H]1C(=O)NC1CC(C)(C)NC(C)(C)C1 (stereo partly specified) | 4 | -4 | · | · | -10
COc1ccc(C2OC[C@H]3O[C@H](O)[C@H](NC(C)=O)[C@@H](O)[C@@H]3O2)cc1 (stereo partly specified) | -2 | -3 | · | · | 1
CN1[C@@H](CC(=O)c2ccccc2)CCC[C@H]1C[C@H](O)c1ccccc1 | 0&-4 | -3 | · | · | 13
O=C(O)c1cc(/C=C/C(=O)c2cc(F)ccc2O)c2c(c1)COCO2 | -1 | 1 | · | 0 | ·
CCOc1ccc(C(=O)/C=C/c2cn(CN3CCN(C)CC3)c3ccccc23)cc1 | 0 | 5 | -2 | · | ·
COc1ccc(OC)c(C2C(C(=O)Nc3ccc(F)cc3)=C(C)Nc3nc(CCCO)nn32)c1 (stereo unspecified) | 0 | 15 | 4 | · | ·
Cn1c(C(=O)N2CCCC(C(=O)N3CCN(C(=O)c4ccco4)CC3)C2)cc2sccc21 (stereo unspecified) | 0 | 6 | 12 | · | ·
COc1ccc(N(CC(=O)Nc2ccc3c(c2)OCCO3)S(=O)(=O)c2cccnc2)cc1 | 0 | 16 | 4 | · | ·
COc1cc(NC(=O)C2CCCN2S(=O)(=O)c2ccc3c(c2)CCC(=O)N3)cc(OC)c1 (stereo unspecified) | -2 | -2 | -5 | · | ·
CCN1CCN(CCNC(=O)c2ccc(CS(=O)(=O)c3c(Cl)cccc3Cl)o2)CC1 | 2 | 8 | -1 | · | ·
O=C(CSc1nnc(Cn2c(=O)sc3ccccc32)n1-c1ccccc1)NCc1ccco1 | -3 | -10 | -1 | · | ·
CCc1nn(-c2cc(Oc3cccc4ccccc34)nc(-c3ccccc3)n2)c(N)c1C#N | 3 | 3 | 0 | · | ·
Cn1c(Cn2c(=O)sc3ccccc32)nnc1SCC(=O)N1CCCc2ccccc21 | -3 | -5 | 2 | · | ·
Cn1c(Cn2c(=O)sc3ccccc32)nnc1SCC(=O)Nc1ccc(Cl)cc1 | -7 | 18 | 2 | · | ·
Cc1cc(OCC(=O)Nc2cc(-c3nn4c(C)nnc4s3)ccc2C)ccc1Cl | 0 | 15 | 2 | · | ·
O=C(NCCN1CCOCC1)c1ccc(CS(=O)(=O)c2c(Cl)cccc2Cl)o1 | 0 | 7 | 2 | · | ·
Cc1ccc(C(=O)Nc2cccc(S(=O)(=O)N3CCCCC3)c2)cc1[N+](=O)[O-] | · | 1 | -4 | -3 | ·
COC(=O)C1=C(C)N(Cc2ccccc2)C(=NCCc2ccccn2)N[C@H]1c1cccc(C(F)(F)F)c1 | · | 5 | -5 | 0 | ·
Cc1cccc(NC(=O)c2nc[nH]c2C(=O)NCc2ccccc2)c1 | · | 38 | -8 | 1 | ·
O=S(=O)(c1ccc2c(c1)CCCN2)N1CCCC1 | · | 4 | -2 | 0 | ·
CC(C)(C)OC(=O)N1CCC(NC(=O)c2[nH]cnc2C(=O)Nc2ccon2)CC1 | · | -7 | -20 | 72* | ·

The listing continues.
SMILES | HSP90 refold inh | Dyrk1A ADPGlo | HDAC3 inhib | GSK3A inh | AI-2 QS modul
COc1cc(N(Cc2ccccc2)Cc2ccccc2)c2ncn(C(C)C)c2c1 | · | 0 | 9 | -2 | ·
COc1cccc(CNC(=O)CCS(=O)(=O)c2ccccc2Cl)c1 | · | 2 | 10 | 0 | ·
COc1ccc(COC(=O)CNC(=O)C2CCCCC2)cc1F | · | -4 | 2 | -1 | ·
CCOC(=O)CCCCCC(=O)Nc1ccc2c(c1)C(=O)N([C@H](C)CO)C[C@H](C)[C@@H](CN(C)C(=O)Nc1ccc(OC)cc1)O2 | · | 1 | 1 | -3 | ·
CCCNC(=O)C(Cc1ccccc1)NC(=O)c1ccccn1 (stereo unspecified) | · | 1 | -4 | -1 | ·
Cc1cc(NS(=O)(=O)c2ccc(NC(=O)/C=C/c3ccccc3)cc2)nc(C)n1 | · | 11 | 7 | -4 | ·
CCC(=NNC(=O)c1cccc(S(=O)(=O)N2CCOCC2)c1)c1ccccc1 | · | 5 | -1 | 1 | ·
COc1ccc(C(=O)NCC(c2ccco2)N(C)C)cc1S(=O)(=O)NCc1ccc(Cl)cc1 (stereo unspecified) | · | 2 | -8 | -7 | ·
O=C(Nc1ccc(F)cc1)Nc1ccc(S(=O)(=O)N2CCCC2)cc1 | · | 9 | 8 | -4 | ·
Cc1cc(NC(=O)CSCC(=O)OCC(=O)c2cccc(Br)c2)no1 | · | 12 | 10 | -2 | ·

Some of the entries so far, with values under each structure.
Fields: HSP90 refold inh | Dyrk1A ADPGlo | HDAC3 inhib | GSK3A inh | AI-2 QS modul
> Cn1c(Cn2c(=O)sc3ccccc32)nnc1SCC(=O)N1CCCc2ccccc21
→ -3 | -5 | 2 | · | ·
> Cn1c(Cn2c(=O)sc3ccccc32)nnc1SCC(=O)Nc1ccc(Cl)cc1
→ -7 | 18 | 2 | · | ·
> Cc1cc(OCC(=O)Nc2cc(-c3nn4c(C)nnc4s3)ccc2C)ccc1Cl
→ 0 | 15 | 2 | · | ·
> O=C(NCCN1CCOCC1)c1ccc(CS(=O)(=O)c2c(Cl)cccc2Cl)o1
→ 0 | 7 | 2 | · | ·
> Cc1ccc(C(=O)Nc2cccc(S(=O)(=O)N3CCCCC3)c2)cc1[N+](=O)[O-]
→ · | 1 | -4 | -3 | ·
> COC(=O)C1=C(C)N(Cc2ccccc2)C(=NCCc2ccccn2)N[C@H]1c1cccc(C(F)(F)F)c1
→ · | 5 | -5 | 0 | ·
> Cc1cccc(NC(=O)c2nc[nH]c2C(=O)NCc2ccccc2)c1
→ · | 38 | -8 | 1 | ·
> O=S(=O)(c1ccc2c(c1)CCCN2)N1CCCC1
→ · | 4 | -2 | 0 | ·
> CC(C)(C)OC(=O)N1CCC(NC(=O)c2[nH]cnc2C(=O)Nc2ccon2)CC1
→ · | -7 | -20 | 72* | ·
> COc1cc(N(Cc2ccccc2)Cc2ccccc2)c2ncn(C(C)C)c2c1
→ · | 0 | 9 | -2 | ·
> COc1cccc(CNC(=O)CCS(=O)(=O)c2ccccc2Cl)c1
→ · | 2 | 10 | 0 | ·
> COc1ccc(COC(=O)CNC(=O)C2CCCCC2)cc1F
→ · | -4 | 2 | -1 | ·
> CCOC(=O)CCCCCC(=O)Nc1ccc2c(c1)C(=O)N([C@H](C)CO)C[C@H](C)[C@@H](CN(C)C(=O)Nc1ccc(OC)cc1)O2
→ · | 1 | 1 | -3 | ·
> CCCNC(=O)C(Cc1ccccc1)NC(=O)c1ccccn1 (stereo unspecified)
→ · | 1 | -4 | -1 | ·
> Cc1cc(NS(=O)(=O)c2ccc(NC(=O)/C=C/c3ccccc3)cc2)nc(C)n1
→ · | 11 | 7 | -4 | ·
> CCC(=NNC(=O)c1cccc(S(=O)(=O)N2CCOCC2)c1)c1ccccc1
→ · | 5 | -1 | 1 | ·

The list continues.
SMILES | HSP90 refold inh | Dyrk1A ADPGlo | HDAC3 inhib | GSK3A inh | AI-2 QS modul
O=C(COC(=O)/C=C/c1ccccc1Cl)Nc1cccnc1Cl | · | -4 | 3 | -1 | ·
O=C(c1ccc(NS(=O)(=O)c2ccc3[nH]c(=O)[nH]c3c2)cc1)N1CCN(c2ccccc2)CC1 | · | 1 | 12 | 7 | ·
O=C(NCc1ccccn1)c1ccccc1OCc1ccc(Cl)cc1Cl | · | 0 | -15 | 22 | ·
CCc1cccc(C)c1NC(=O)c1cc(=O)[nH]c2ccc(S(=O)(=O)N3CCOCC3)cc12 | · | -3 | 2 | -4 | ·
COCc1c(C(=O)OCC(=O)NCCc2ccc(S(N)(=O)=O)cc2)oc2ccccc12 | · | 3 | -2 | 0 | ·
O=C(C[C@H]1C/C=C\C[C@H](NC(=O)OCC2c3ccccc3-c3ccccc32)C(=O)OC[C@@H]2CCCN2C1=O)N[C@H](CO)Cc1ccccc1 | · | 1 | 1 | 1 | ·
COC(=O)[C@@H]1C[C@@H](c2ccccc2)[C@H](C)C1(C)C | · | 10 | -3 | 3 | ·
CCn1c(SCC(=O)N2CCCC2=O)nnc1-c1cccs1 | · | 0 | -5 | -1 | ·
N#CCN=C(c1ccccc1)c1ccccc1 | · | -1 | -6 | -2 | ·
O=C(C[C@@H]1C/C=C\C[C@@H](Cc2ccc(F)cc2)C(=O)OCCNC1=O)N[C@H](CO)Cc1ccccc1 | · | 0 | 5 | -2 | ·
CC1CC(C)CN(C(=O)COC(=O)c2cc3ccccc3oc2=O)C1 (stereo unspecified) | · | -2 | 0 | 2 | ·
C#CCOCCOCCOCCNc1nc(N2CCN(C(=O)CCCCCCCCCCNC(=O)[C@@H](CCC(=O)O)n3cc(CCCCCN)nn3)CC2)nc(N2CCN(C(=O)CCCCCCCCCCNC(=O)[C@H](CO)n3cc(CCCCCN)nn3)CC2)n1 | · | 6 | 5 | -20 | ·
CC1(C)C(=O)Nc2ccccc2N1C(=O)COC(=O)CNS(=O)(=O)c1ccc(F)c(F)c1F | · | 14 | -3 | 3 | ·
O=C(NCc1cccnc1)c1ccc(NS(=O)(=O)c2cccc([N+](=O)[O-])c2)cc1 | · | 5 | 2 | -5 | ·
Cc1ccc(NC(=O)c2nc[nH]c2C(=O)N2CCc3ccccc3C2)cc1 | · | 7 | 1 | 0 | ·
COc1ccccc1NS(=O)(=O)c1ccc(C)c(C(=O)NCc2cccnc2)c1 | · | 1 | -3 | -1 | ·
